Lipid storage S3 = qHTS Assay for Lipid Storage Modulators in Drosophila S3 Cells | 0.64% of 320,000 active | lipid storage change, negative = inhibition, % at the top dose, mostly 46.1 µM; hits show Potency in µM | AID 2685, 2010 | Drosophila S3 cells, BODIPY lipid droplet fluorescence, 18-24 h; cells fed with added oleic acid; active = well fitted inhibition curve with a large enough effect in the signal ratio, with a control signal flat, not every such curve was filed as active; inconclusive = small, poorly fitted or top-dose-only effect, or effect the other way, or a change in a side signal; the % refers to the signal ratio
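Laser-scanning cytometry quantifies lipid droplet accumulation (500–530 nm total intensity; droplet/cell object ratio) in oleic acid-fed (400 uM added) Drosophila S3 cells treated with a concentration series. 20 uM Triacsin C defined 100% inhibition.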
Lipid storage S3 cell count max = recorded beside Lipid storage S3, whose call it bears; cell number change, %; measured here: cell count max response;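 cells counted by Cell Tracker Red CMTPX staining in the red channel; peak over a dose series mostly up to 46.1 µM; percent activity relative to internal control wells on each plate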
An asterisk follows results filed as active; i = inactive; ? = inconclusive; . = not tested or not shown. % is set by controls: 0 for no effect and ±100 for the full control effect; potency is the fitted concentration of half-maximal effect. An excerpt; rates above refer to the full screens.

[1] CCOc1ccc(/C=C/c2c([N+](=O)[O-])c(=O)n(C)c(=O)n2C)cc1
  Lipid storage S3 = ?
  Lipid storage S3 cell count max = .
[2] O=C(CSc1nnnn1-c1ccccc1)NCC1(N2CCOCC2)CCCCC1
  Lipid storage S3 = 21%
  Lipid storage S3 cell count max = -6
[3] O=C1C(Cl)=C(N2CCN(c3ccccc3[N+](=O)[O-])CC2)C(=O)c2ccccc21
  Lipid storage S3 = ?
  Lipid storage S3 cell count max = .
[4] Cc1cc(C)nc(SCc2ccc(C(=O)N/N=C/c3cccc(O)c3O)cc2)n1
  Lipid storage S3 = ?
  Lipid storage S3 cell count max = .
[5] CCn1nc(NC(=O)C2CCCO2)c2cc3cccc(C)c3nc21 (stereo not given)
  Lipid storage S3 = ?
  Lipid storage S3 cell count max = .
[6] Cc1ccc(SCc2[nH]nc3c2C(c2ccc(C)o2)C(C#N)=C(N)O3)cc1 (stereo not given)
  Lipid storage S3 = 2%
  Lipid storage S3 cell count max = -2
[7] O=C(NCc1cccnc1)C12CC3CC(CC(C3)C1)C2
  Lipid storage S3 = 1%
  Lipid storage S3 cell count max = 21
[8] Cc1cc(C)n(-c2ccc([N+](=O)[O-])cc2)n1
  Lipid storage S3 = 25%
  Lipid storage S3 cell count max = 7
[9] COC(=O)COc1ccc(/C=N/NC(=O)CN(c2ccccc2OC)S(=O)(=O)c2ccccc2)cc1
  Lipid storage S3 = 8%
  Lipid storage S3 cell count max = 20
[10] CSc1ccc(C(=O)C2CCCN(C(=O)c3cc4cc(F)ccc4[nH]3)C2)cc1 (stereo not given)
  Lipid storage S3 = 10%
  Lipid storage S3 cell count max = 18

[11] COc1ccc(NC(=O)Cn2nnc(C(=O)NCc3ccccc3)c2N)cc1Cl
  Lipid storage S3 = ?
  Lipid storage S3 cell count max = .
[12] COc1ccc(-c2nnc(SCC(=O)NC3CCCCC3)n2N)cc1
  Lipid storage S3 = ?
  Lipid storage S3 cell count max = .
[13] CC1CCN(c2ccc(C(=O)Nc3nnc(C4CC4)s3)cc2[N+](=O)[O-])CC1
  Lipid storage S3 = ?
  Lipid storage S3 cell count max = .
[14] Cc1cc(C)nc(/N=C2\NC(=O)CC(C(=O)O)N2c2ccc(Oc3ccccc3)cc2)n1 (stereo not given)
  Lipid storage S3 = ?
  Lipid storage S3 cell count max = .
[15] CCCCn1c(N)c(N(CCC(C)C)C(=O)COC(=O)c2ccco2)c(=O)[nH]c1=O
  Lipid storage S3 = ?
  Lipid storage S3 cell count max = .
[16] CC(=O)Nc1ccc2nc(-c3cccnc3)[nH]c2c1
  Lipid storage S3 = 3%
  Lipid storage S3 cell count max = 5
[17] COCCN(CC(=O)Nc1ccccc1C(F)(F)F)C(=O)/C=C/c1ccc2ccccc2n1
  Lipid storage S3 = -19%
  Lipid storage S3 cell count max = 10
[18] COc1ccc2c(c1)c1nc3ccccc3nc1n2Cc1ccc(OC)c(OC)c1
  Lipid storage S3 = ?
  Lipid storage S3 cell count max = .
[19] COC(=O)CCC(=O)NN1C(=O)c2ccccc2C1=O
  Lipid storage S3 = -15%
  Lipid storage S3 cell count max = 10
[20] O=C(O)c1c(-c2ccc(Cl)cc2)cn2ccccc12
  Lipid storage S3 = ?
  Lipid storage S3 cell count max = .

[21] Cc1ccc(C(=O)NCc2ccccc2)cc1Br
  Lipid storage S3 = ?
  Lipid storage S3 cell count max = .
[22] O=C(CSc1nccc(-c2cccs2)n1)Nc1cccc(Cl)c1Cl
  Lipid storage S3 = ?
  Lipid storage S3 cell count max = .
[23] O=C(O)Cn1ncn(-c2ccc(OC(F)(F)F)cc2)c1=O
  Lipid storage S3 = ?
  Lipid storage S3 cell count max = .
[24] CCCc1ccc(C(C)NC(=O)c2cnccn2)cc1 (stereo not given)
  Lipid storage S3 = i
  Lipid storage S3 cell count max = .
[25] CCOC(=O)c1c(NC(=O)CCS(=O)(=O)c2ccccc2)sc2c1CCN(C)C2
  Lipid storage S3 = ?
  Lipid storage S3 cell count max = .
[26] COc1cc(/C=C/C(=O)OCC(=O)NC(=O)NC(C)(C)C)ccc1O
  Lipid storage S3 = -3%
  Lipid storage S3 cell count max = -9
[27] Cc1ccc(S(=O)(=O)N2CCN(C(=O)/C=C/c3ccccc3)CC2)cc1C
  Lipid storage S3 = i
  Lipid storage S3 cell count max = .
[28] Cc1cc(C)c(S(=O)(=O)Nc2cccc(S(=O)(=O)N3CCOCC3)c2)c(C)c1
  Lipid storage S3 = ?
  Lipid storage S3 cell count max = .
[29] CC(NC(=O)CC(O)(C(F)(F)F)C(F)(F)F)c1ccccc1 (stereo not given)
  Lipid storage S3 = i
  Lipid storage S3 cell count max = -28
[30] O=S(=O)(Nc1nc(CN2CCOCC2)nc2sc3c(c12)CCCC3)c1cc(F)ccc1F
  Lipid storage S3 = 21%
  Lipid storage S3 cell count max = -5

[31] Brc1ccc(-c2nnc(-c3ccccc3)c(N3CCSCC3)n2)cc1
  Lipid storage S3 = ?
  Lipid storage S3 cell count max = .
[32] COc1ccc(CCN(C)C2CCCN(C(=O)Cn3cccn3)C2)cc1OC (stereo not given)
  Lipid storage S3 = 9%
  Lipid storage S3 cell count max = .
[33] CCn1cc(C(=O)Nc2ccc(NC(=O)c3ccco3)cc2)c(=O)c2ccc(C)nc21
  Lipid storage S3 = ?
  Lipid storage S3 cell count max = .
[34] COc1ccc(C(C)=O)cc1COc1ccc(Cl)c(C)c1
  Lipid storage S3 = 6%
  Lipid storage S3 cell count max = .
[35] Clc1ccc(-c2nc3cc(CN4CCCCC4)ccc3o2)cc1
  Lipid storage S3 = -2%
  Lipid storage S3 cell count max = 11
[36] O=C(/C=C/c1ccc(F)cc1)NC(=S)NNC(=O)[C@H]1C[C@@H]1c1ccccc1
  Lipid storage S3 = ?
  Lipid storage S3 cell count max = .
[37] Cn1cc(-c2ccccc2)cc(C#N)c1=O
  Lipid storage S3 = ?
  Lipid storage S3 cell count max = .
[38] CCCC(=O)c1ccc(N2CCN(C(=O)c3cccs3)CC2)c(F)c1
  Lipid storage S3 = i
  Lipid storage S3 cell count max = .
[39] COc1cccc2cc(C(C)=O)c(=O)oc12
  Lipid storage S3 = -9%
  Lipid storage S3 cell count max = 6
[40] NC(=O)c1c(-c2ccccc2)oc2ccc(O)cc12
  Lipid storage S3 = -5%
  Lipid storage S3 cell count max = 0

[41] CCc1nc2cccnc2n1-c1ccc(CC(=O)NCCOC)cc1
  Lipid storage S3 = ?
  Lipid storage S3 cell count max = .
[42] CSc1ccc(CC(=O)N2CCC(n3nccc3NC(=O)C3CC3)CC2)cc1
  Lipid storage S3 = i
  Lipid storage S3 cell count max = -19
[43] O=C(NC1CCCCCC1)c1cc2c(=O)n3ccccc3nc2s1
  Lipid storage S3 = ?
  Lipid storage S3 cell count max = .
[44] COc1ccc(N(CC(=O)NC2CC3CCC2C3)S(=O)(=O)c2ccc(C)cc2)cc1 (stereo not given)
  Lipid storage S3 = -18%
  Lipid storage S3 cell count max = .
[45] CC(C)CC(c1nnnn1C(C)(C)C)N1CCN(C2CCCC2)CC1 (stereo not given)
  Lipid storage S3 = ?
  Lipid storage S3 cell count max = .
[46] COC(=O)c1cc(OC)c(OC)cc1NC(=O)CCCCCN1C(=O)CCC1=O
  Lipid storage S3 = i
  Lipid storage S3 cell count max = .
[47] O=C(NCC(NS(=O)(=O)OCC(Cl)(Cl)Cl)c1ccccc1)C(F)(F)F (stereo not given)
  Lipid storage S3 = 11%
  Lipid storage S3 cell count max = 22
[48] O=C(O)COc1ccccc1-c1nc(-c2ccccc2)c(-c2ccccc2)[nH]1
  Lipid storage S3 = ?
  Lipid storage S3 cell count max = .
[49] COc1cccc(NC(=O)c2ccccc2-c2nc(-c3ccc(F)cc3)no2)c1
  Lipid storage S3 = i
  Lipid storage S3 cell count max = .
[50] COc1ccc(OCC(=O)NNC(=O)c2c(-c3ccccc3Cl)noc2C)cc1
  Lipid storage S3 = ?
  Lipid storage S3 cell count max = .

[51] CC1=C(C(=O)OCC2CCCO2)C(c2ccc(F)cc2)NC(=O)N1 (stereo not given)
  Lipid storage S3 = ?
  Lipid storage S3 cell count max = .
[52] O=C(OCc1cc2ccccc2[nH]c1=O)c1ccc([N+](=O)[O-])cc1
  Lipid storage S3 = ?
  Lipid storage S3 cell count max = .
[53] CN1CCN(CC(=O)Nc2sc3c(c2C#N)CCC(C(C)(C)C)C3)CC1 (stereo not given)
  Lipid storage S3 = ?
  Lipid storage S3 cell count max = .
[54] Brc1c(CSc2nc3ccccc3s2)nc2ncccn12
  Lipid storage S3 = 2%
  Lipid storage S3 cell count max = 1
[55] COc1ccc(Nc2nc(-c3cccnc3)nc3ccccc23)cn1
  Lipid storage S3 = ?
  Lipid storage S3 cell count max = .
[56] O=C(CCNS(=O)(=O)c1ccccc1)NCCCSc1ccccc1
  Lipid storage S3 = ?
  Lipid storage S3 cell count max = .
[57] CCOC(=O)C1=C(c2ccccc2)N=c2s/c(=C\c3cccc(O)c3)c(=O)n2C1c1cccs1 (stereo not given)
  Lipid storage S3 = -3%
  Lipid storage S3 cell count max = -20
[58] CCc1ccccc1NC(=O)N[C@H](C(=O)O)C(C)C
  Lipid storage S3 = ?
  Lipid storage S3 cell count max = .
[59] Cn1c(=O)oc2cc(S(=O)(=O)NCCC(=O)NC3CCCc4ccccc43)ccc21 (stereo not given)
  Lipid storage S3 = 26%
  Lipid storage S3 cell count max = .
[60] COC(=O)C1=C(C)N(Cc2ccccc2)C(=NCCN2CCOCC2)N[C@H]1CCc1ccccc1
  Lipid storage S3 = ?
  Lipid storage S3 cell count max = .

Quoted from above: entries 51 to 52
[51] CC1=C(C(=O)OCC2CCCO2)C(c2ccc(F)cc2)NC(=O)N1 (stereo not given)
  Lipid storage S3 = ?
  Lipid storage S3 cell count max = .
[52] O=C(OCc1cc2ccccc2[nH]c1=O)c1ccc([N+](=O)[O-])cc1
  Lipid storage S3 = ?
  Lipid storage S3 cell count max = .

Going on with the list:
[61] CN(CC(=O)Nc1ccccc1C(F)(F)F)C(=O)c1ccc(-c2ccc(Cl)cc2)o1
  Lipid storage S3 = -4%
  Lipid storage S3 cell count max = -13
[62] O=C(NC1CCS(=O)(=O)C1)/C(=C\c1ccccc1)NC(=O)c1ccccc1 (stereo not given)
  Lipid storage S3 = -1%
  Lipid storage S3 cell count max = 2
[63] Cc1ccc(Cl)cc1-n1ncc2c(NNC(=O)c3ccco3)ncnc21
  Lipid storage S3 = 1%
  Lipid storage S3 cell count max = 15
[64] CC1CCCN(CCCOc2ccc(Cl)cc2Br)C1 (stereo not given)
  Lipid storage S3 = 8%
  Lipid storage S3 cell count max = 14
[65] O=c1c(C(c2ccccc2)c2c(O)nc3n(c2=O)CCCS3)c(O)nc2n1CCCS2
  Lipid storage S3 = -5%
  Lipid storage S3 cell count max = 5
[66] COCCCNC(=O)C1CCC(CNS(=O)(=O)c2ccc3c(c2)N(C(C)=O)CCO3)CC1 (stereo not given)
  Lipid storage S3 = i
  Lipid storage S3 cell count max = -12

Grouped by structure, the entries above containing fluorine.
[10] CSc1ccc(C(=O)C2CCCN(C(=O)c3cc4cc(F)ccc4[nH]3)C2)cc1 (stereo not given)
  Lipid storage S3 = 10%
  Lipid storage S3 cell count max = 18
[17] COCCN(CC(=O)Nc1ccccc1C(F)(F)F)C(=O)/C=C/c1ccc2ccccc2n1
  Lipid storage S3 = -19%
  Lipid storage S3 cell count max = 10
[23] O=C(O)Cn1ncn(-c2ccc(OC(F)(F)F)cc2)c1=O
  Lipid storage S3 = ?
  Lipid storage S3 cell count max = .
[29] CC(NC(=O)CC(O)(C(F)(F)F)C(F)(F)F)c1ccccc1 (stereo not given)
  Lipid storage S3 = i
  Lipid storage S3 cell count max = -28
[30] O=S(=O)(Nc1nc(CN2CCOCC2)nc2sc3c(c12)CCCC3)c1cc(F)ccc1F
  Lipid storage S3 = 21%
  Lipid storage S3 cell count max = -5
[36] O=C(/C=C/c1ccc(F)cc1)NC(=S)NNC(=O)[C@H]1C[C@@H]1c1ccccc1
  Lipid storage S3 = ?
  Lipid storage S3 cell count max = .
[38] CCCC(=O)c1ccc(N2CCN(C(=O)c3cccs3)CC2)c(F)c1
  Lipid storage S3 = i
  Lipid storage S3 cell count max = .
[47] O=C(NCC(NS(=O)(=O)OCC(Cl)(Cl)Cl)c1ccccc1)C(F)(F)F (stereo not given)
  Lipid storage S3 = 11%
  Lipid storage S3 cell count max = 22
[49] COc1cccc(NC(=O)c2ccccc2-c2nc(-c3ccc(F)cc3)no2)c1
  Lipid storage S3 = i
  Lipid storage S3 cell count max = .
[51] CC1=C(C(=O)OCC2CCCO2)C(c2ccc(F)cc2)NC(=O)N1 (stereo not given)
  Lipid storage S3 = ?
  Lipid storage S3 cell count max = .
[61] CN(CC(=O)Nc1ccccc1C(F)(F)F)C(=O)c1ccc(-c2ccc(Cl)cc2)o1
  Lipid storage S3 = -4%
  Lipid storage S3 cell count max = -13
